Assay outcomes deposited in PubChem by National Center for Advancing Translational Sciences (NCATS).
D2 potentiator – D2 dopamine receptor (human) potentiation; HEK293 T-REx D2, calcium flux, EC20 dopamine potentiation; potentiation, % at 10 µM; P14416; 0.34% of 340,000 active;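 active = potentiation over 3 SD above the plate norm, cut at about 30% in these data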; also: 0% is about no effect
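Calcium flux readout, no-wash dye, 1 read/s. Inducible HEK293 Trex D2 line, overnight 30 C. Compound alone 180 s (agonist flags), then EC20 dopamine, another 180 s to score potentiation.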
D1 agonist – activates the human D1 dopamine receptor | activation, % at 2 µM | 1% of 360,000 active | P21728 | HEK293 T-REx D1 cells, calcium flux, agonist mode; in the data active = activation above about 30%; also: 0% is about no effect
Target sequence (P21728 whole entry, looked up): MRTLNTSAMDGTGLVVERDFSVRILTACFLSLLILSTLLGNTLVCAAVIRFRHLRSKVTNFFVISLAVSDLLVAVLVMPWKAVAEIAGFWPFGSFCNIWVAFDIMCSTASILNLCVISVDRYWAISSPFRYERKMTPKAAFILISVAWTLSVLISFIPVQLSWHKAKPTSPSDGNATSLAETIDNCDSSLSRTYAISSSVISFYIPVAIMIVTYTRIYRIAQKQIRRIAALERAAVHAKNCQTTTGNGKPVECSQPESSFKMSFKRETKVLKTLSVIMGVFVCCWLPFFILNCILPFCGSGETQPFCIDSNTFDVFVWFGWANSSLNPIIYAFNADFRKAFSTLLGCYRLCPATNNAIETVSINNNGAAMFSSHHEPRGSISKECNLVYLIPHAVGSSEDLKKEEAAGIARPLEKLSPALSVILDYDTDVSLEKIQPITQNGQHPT
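Agonism was scored from calcium flux recorded over 180 s (1 read/s) after pintool compound addition, following a 10-cycle baseline. Cells were inducible force-coupled HEK293 TREx D1, plated overnight at 30 C and loaded with no-wash calcium dye.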
D1 antagonist – human D1 dopamine receptor antagonism; HEK293 TREx D1 cells, calcium flux, dopamine EC80; hits give low values; activity change, negative = inhibition, % at 10 µM; 3.2% of 360,000 active; in the data active = activity change below about -30%; also: % is scaled to controls: 0 for no effect and ±100 for the full control effect
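Compound effects on dopamine-evoked calcium signalling were measured in tetracycline-induced HEK293 Trex D1 cells. Dopamine at EC80 followed a 180 s compound pre-read, and fluorescence was tracked kinetically for 180 s more.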
D1 potentiator – human D1 dopamine receptor positive modulation | P21728 | HEK293 TREx D1 cells, calcium flux, dopamine EC20 potentiation | potentiation, % at 10 µM | 0.036% of 360,000 active | AID 504651; in the data active = potentiation above about 30%; also: 0% is about no effect
RXFP1 ag – agonists of human relaxin receptor RXFP1; Q9HBX9; HEK293T-RXFP1 cAMP TR-FRET, 30 min; response scale: percent of porcine relaxin response, buffer zero; Potency, µM (top dose mostly 57.5 µM), inactives show top-dose activation, most hits filed as activators; 0.3% of 370,000 active; active = well fitted activation curve with a large enough effect; inconclusive = small, poorly fitted or top-dose-only effect; also: potency is read from the fitted curve at half-maximal effect; % is scaled to controls: 0 for no effect and ±100 for the full control effect; nearly all actives have a fitted effect of over 60% in size; many of its hits are not listed in these tables
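cAMP rise read by TR-FRET after 30 min, 37C compound exposure (up to 58 uM) in RXFP1-transfected HEK293 cells with Ro 20174 present. EC50 from Hill-equation fits, with 29 nM porcine relaxin as 100% and buffer as basal.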
D2 agonist – agonists of human D2 dopamine receptor; P14416; HEK293 T-REx D2 cells, calcium flux agonist mode; activation, % at 2 µM; 0.53% of 340,000 active; AID 485358;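 active = activation over 3 SD above normal in the single-dose calcium agonist read, cut at about 30% in these data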; also: 0% is about no effect
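Agonism is scored from calcium flux in a force-coupled, inducible HEK293 cell line expressing D2, read kinetically for 180 s after compound addition against dopamine controls.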
RXFP1 antag – blocks the human relaxin receptor RXFP1. Q9HBX9. HEK293-RXFP1, relaxin-stimulated cAMP HTRF, 30 min; hits give low values. activity change, negative = inhibition, % at 57.5 µM. 0.59% of 350,000 active. AID 1259400;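 active = activity change of -60% or lower, but not beyond a set lower limit; inconclusive = change between -60% and -40%, or beyond the set limit; inactive = change above -40%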; also: % is scaled to controls: 0 for no effect and ±100 for the full control effect
TRHR PAM – TRH receptor (human) allosteric enhancement; P34981; TRHR cells, fluo-8 calcium fluorescence, EC20 TRH enhancement; enhancement, % at 2 µM; 0.66% of 360,000 active; AID 493056; in the data active = enhancement above about 30%; also: 0% is about no effect
Target sequence (P34981 whole entry, looked up): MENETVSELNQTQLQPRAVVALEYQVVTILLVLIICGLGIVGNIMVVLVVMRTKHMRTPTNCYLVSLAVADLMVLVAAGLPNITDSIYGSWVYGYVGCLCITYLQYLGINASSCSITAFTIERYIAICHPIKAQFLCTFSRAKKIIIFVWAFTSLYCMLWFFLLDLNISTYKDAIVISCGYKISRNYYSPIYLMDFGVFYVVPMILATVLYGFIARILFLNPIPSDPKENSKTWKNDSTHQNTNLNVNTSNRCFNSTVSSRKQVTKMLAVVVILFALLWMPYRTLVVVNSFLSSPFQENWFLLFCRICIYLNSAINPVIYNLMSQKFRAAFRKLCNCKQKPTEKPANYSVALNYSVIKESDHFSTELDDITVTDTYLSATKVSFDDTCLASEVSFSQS
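TRHR-expressing cells loaded with fluo-8 calcium dye were read kinetically (ex 480/em 530) during compound addition, then stimulated with an EC20 of TRH (10 nM final). Enhancement of the Gq-mediated intracellular calcium response was scored.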
D2 antagonist – antagonizes the human D2 dopamine receptor; HEK293 TREx D2 cells, calcium flux, dopamine EC80; inhibition, % at 10 µM; 2% of 340,000 active; AID 485344; in the data active = inhibition above about 30%; also: 0% is about no effect
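Tetracycline-induced HEK293 TREx cells expressing D2 receptor forced-coupled to calcium signalling, loaded with no-wash calcium dye. Compounds added and calcium flux read 180 s, then dopamine added at EC80 and read a further 180 s.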
Active calls of the source: *; ? = inconclusive; · = not tested or not shown. Only part of the results is shown (hit frequency here may not be typical).

canonical_smiles,D2 potentiator,D1 agonist,D1 antagonist,D1 potentiator,RXFP1 ag,D2 agonist,RXFP1 antag,TRHR PAM,D2 antagonist
Cc1noc(C)c1S(=O)(=O)Nc1ccc(O)c2c(=O)cc(-c3ccccc3Cl)oc12,-2,0,-11,-11,-2.8%,0.1,·,-3,-16
Cc1ccc(C)c(Nc2ncnc(N)c2[N+](=O)[O-])c1,1,3,-5,-2,-1.5%,-0.4,12,-3,2
COc1ccc(CCNC(=O)CSc2nc(=O)[nH]c3c2CCC3)cc1OC,25,1,2,-6,-0.9%,0.0,-24,20,-12
O=C(c1cccc(F)c1F)N1CCCc2ccccc21,2,6,5,6,-5.7%,1.1,-2,12,-12
CCn1cc(S(=O)(=O)N2CCN(Cc3cccc(Cl)c3)CC2)cn1,-9,0,·,-8,-2.6%,0.5,-10,-4,34*
N=c1n(CCN2CCOCC2)c2ccccc2n1CC(=O)c1cccc([N+](=O)[O-])c1,0,5,0,2,-0.3%,1.4,-23,5,15
COC(=O)c1ccccc1-c1c2ccc(=N)cc-2oc2cc(N)ccc12,-20,507*,-56*,-5,7.8%,97*,15,-18,77*
CC1CCN(c2ccc(C(=O)NCc3cccs3)cn2)CC1,1,3,-2,-7,-0.9%,-1.5,8,8,-11
Cc1cccc(NC(=O)c2cc3n(n2)C(C(F)(F)F)CC(c2ccc4c(c2)OCO4)N3)c1 (configuration not stated),9,15,-20,3,0.6%,-2.1,8,-1,-9
CCOCCCN1CC(C(=O)NCc2ccc3c(c2)OCO3)CC1=O (configuration not stated),7,0,18,0,0.6%,·,5,0,·
COc1ccc(-c2cn3c(n2)sc2cc(C(=O)NC(C)C45CC6CC(CC(C6)C4)C5)ccc23)cc1 (configuration not stated),8,0,-11,-4,2.3%,0.8,3,-3,·
CC1OC2(OC1C)C(=O)Nc1ccccc12 (configuration not stated),2,1,4,-6,2.0%,-1.6,11,-1,-8
CCN(CC)c1nn2c(=O)c(C(=O)NCCc3ccccc3)cnc2s1,5,-1,4,-4,4.1%,0.9,3,-7,·
CCOc1ccc(N(CC(=O)Nc2ccccc2F)S(=O)(=O)c2c(C)[nH]c(=O)[nH]c2=O)cc1,-20,2,-2,-1,-0.2%,0.0,-3,-7,-6
O=C(NCc1ccco1)c1cc(-c2ccc3c(c2)OCO3)on1,-17,3,5,7,1.1%,1.3,-6,-4,-5
COc1ccccc1N(Cc1cc2ccc(C)cc2[nH]c1=O)C(C)=O,14,2,-13,-4,0.6%,1.1,-1,3,-15
Cc1ccc(S(=O)(=O)Cn2nnnc2C(c2ccccc2)N2CCN(c3ncccn3)CC2)cc1 (configuration not stated),7,5,4,4,2.0%,1.2,-18,-1,-13
Cc1ccc(-n2ncc3c(Nc4ccccc4C)ncnc32)cc1,26,4,-12,-7,-0.3%,-1.2,?,-4,·
CC(OC(=O)Cn1cnc2c1c(=O)n(C)c(=O)n2C)C(=O)NC(C)c1ccc(Cl)cc1Cl (configuration not stated),12,2,-11,-8,1.4%,-1.7,-12,13,21
COc1ccc(S(=O)(=O)NCC(=O)Nc2cccc(C)c2C)cc1OC,2,2,6,3,0.3%,0.4,4,8,-2
O=C(CCCOc1ccc(Br)cc1)Nc1nnc(C2CC2)s1,8,6,-22,-4,-0.2%,0.9,-10,2,-35
COc1ccc(C2=NS(=O)(=O)N(C)C(C(=O)NCc3ccc(F)cc3)=C2)cc1OC,-3,1,-22,-2,-2.8%,1.7,·,-7,3
Cc1ccc(C(=O)c2cn(Cc3cccc(C)c3)c3nc(C)ccc3c2=O)cc1,0,2,6,13,0.3%,0.1,·,-4,·
Cc1ccc(C)c(C(=O)NCCN(C)C)c1,3,4,-20,-5,1.0%,0.1,7,-2,1
CCOc1ccc2nc(SCc3ccc(CC(=O)O)cc3)c(C#N)cc2c1,-10,1,13,1,-0.3%,-0.3,-12,-16,2
FC(F)(F)c1ccccc1/C=N/n1c(C2CCCCC2)n[nH]c1=S,6,1,8,2,3.0%,-0.9,-13,4,0
Cc1ccc2c(c1)C(O)(CC(=O)c1ccc(C)s1)C(=O)N2 (configuration not stated),1,3,-5,2,-0.2%,-0.5,-4,3,-8
CC(=O)N/C(=C/c1ccc2c(c1)OCO2)C(=O)Nc1ccccc1,·,7,-6,0,-1.1%,·,4,1,·
Cc1ccc(C2=NCCn3c2c2ccccc2[n+]3[O-])cc1,11,-1,13,-8,-0.4%,0.7,·,3,2
CCOc1cccc(CN2CCCC(N3CCc4ccccc4C3)C2)c1O (configuration not stated),12,1,1,-3,1.3%,-0.9,-2,-2,-19
CC(=O)Nc1ccc(S(=O)(=O)NNC(=O)COc2cccc3ccccc23)cc1,-3,1,-3,-3,2.5%,-0.7,24,1,-11
O=C(COc1ccccc1)NCCSCc1ccccc1Cl,10,6,4,-3,-1.1%,0.3,-2,0,10
COc1ccccc1N1CCN(C(=O)C2CCN(S(=O)(=O)N3CCOCC3)CC2)CC1,·,1,-3,-3,1.0%,·,-6,14,·
N#C/C(C(N)=O)=C1/SC(Cc2ccc(F)cc2)C(=O)N1c1ccccc1 (configuration not stated),5,7,-11,-4,-0.9%,2.9,·,3,-3
O=C(Cc1c(F)cccc1Cl)Nc1ccccc1C(=O)N1CCCCC1,-1,1,-9,-8,1.6%,-0.2,8,3,9
Cc1ccc(-c2c[n+](CC(=O)Nc3cc(=O)n(C)c(=O)n3C)c3n2CCC3)cc1,6,2,-6,-6,-0.1%,-0.2,5,0,-2
COc1ccc(CC(C(=O)Nc2cc(C)ccc2C)/C(N)=N/O)cc1 (configuration not stated),-17,0,-3,-6,1.9%,0.3,22,-3,-6
O=C(NCCCNC(=O)c1ccc(Cl)cc1Cl)c1cnccn1,-11,0,-6,-1,12%,0.2,1,-4,6
CCCCC(=O)Nc1nnc(SCC(=O)Nc2ccc(OC)cc2)s1,-7,2,-10,0,-3.2%,0.2,1,1,-8
COc1ccc(C(=O)COC(=O)c2ccc(-n3cnnn3)cc2)c(OC)c1,5,3,-17,6,?,0.3,-9,4,1
COCc1cc(CN2CCCC(C(=O)c3cccc(C(F)(F)F)c3)C2)ccc1OC (configuration not stated),-15,4,5,8,1.5%,1.5,-21,-4,-11
CN(/N=C/c1ccc(Br)o1)C1=NS(=O)(=O)c2ccccc21,-6,-3,-4,3,0.8%,·,-12,-2,·
O=C(c1ccco1)N1CCN(c2c(-c3ccccc3)c3cc(Cl)ccc3[nH]c2=O)CC1,7,1,9,-5,2.5%,1.0,?,3,10
Cc1ccc(C(C(=O)NC2CCCC2)N(C(=O)CCC(=O)Nc2cc(C)on2)c2ccccc2)cc1 (configuration not stated),4,1,3,-3,0.9%,-0.9,-9,-4,-16
OCCCN1CCN(CCCOc2ccccc2-c2ccccc2)CC1,-29,4,-19,-2,1.2%,0.4,·,-5,53*
O=C(Nc1cccc(NC(=O)c2ccc(Cl)cc2)n1)c1ccc(Cl)cc1,1,6,-33*,-4,?,0.3,-3,1,-1
O=C(CCCN1C(=O)c2cccc3cccc(c23)C1=O)N1CCc2ccccc2C1,-3,2,-10,-7,5.5%,0.2,6,-1,-13
C/C(=N\NC(=O)Cn1ccc(C(F)(F)F)n1)c1ccc2c(c1)OCO2,3,4,-9,1,-2.4%,0.2,0,-3,6
CCc1c(C)sc(NC(=O)C2CCCO2)c1C#N (configuration not stated),·,0,-15,-4,1.0%,·,0,-11,·
COc1ccccc1NC(=O)CN1CCN(C2c3ccccc3-c3ccccc32)CC1,·,2,14,1,-0.3%,·,-5,-10,·
COc1cc2nc(NCC3CCCO3)n3nc(-c4cccnc4)nc3c2cc1OC (configuration not stated),1,0,-9,4,0.2%,0.3,-2,-3,7
CCc1ccc(OCC(=O)O/N=C(\N)c2ccncc2)c(Br)c1,10,7,5,-5,0.4%,0.9,-20,0,-17
CCc1ccc(NC(=O)CSc2nc3c([nH]c4ccccc43)c(=O)n2-c2ccc(C)cc2)cc1,15,4,-10,-7,2.0%,-0.1,·,1,·
CC(C)(C)c1cn(-c2ccc(Cl)cc2)c(=S)[nH]1,3,3,11,-1,-0.2%,1.0,-5,-2,-4
COC(=O)C1=C(C)N(C(C)C)C(=O)C1(NC(=O)c1ccccc1OC)C(F)(F)F (configuration not stated),0,3,-8,-4,0.7%,0.7,-3,1,·
COCCOc1cc(NC(=O)c2cccc(OC)c2)c(Cl)cc1Cl,10,1,-7,-5,-1.9%,0.4,-8,-2,-6
O=C(O)c1ccc(CSc2nnnn2C2CCCCC2)cc1,1,7,7,-7,-1.8%,0.2,-8,0,-5
Cc1ccc(Cl)cc1-n1ncc2c(NC3CCCCCC3)ncnc21,-16,-1,-22,2,0.8%,-0.6,-10,4,·
Cc1ccccc1C(=O)Nc1nnc(CC(=O)N/N=C/c2cn(Cc3ccccc3)c3ccccc23)s1,-8,3,3,-6,-2.3%,-0.3,-8,5,-2
CCCCn1c(CCNC(=O)c2ccco2)nc2ccccc21,19,2,-17,-4,3.0%,-1.5,-2,3,-4

Three structures out of the list, arranged by count of non-hydrogen atoms, descending:
canonical_smiles,D2 potentiator,D1 agonist,D1 antagonist,D1 potentiator,RXFP1 ag,D2 agonist,RXFP1 antag,TRHR PAM,D2 antagonist
COC(=O)C1=C(C)N(C(C)C)C(=O)C1(NC(=O)c1ccccc1OC)C(F)(F)F (configuration not stated),0,3,-8,-4,0.7%,0.7,-3,1,·
OCCCN1CCN(CCCOc2ccccc2-c2ccccc2)CC1,-29,4,-19,-2,1.2%,0.4,·,-5,53*
CCc1c(C)sc(NC(=O)C2CCCO2)c1C#N (configuration not stated),·,0,-15,-4,1.0%,·,0,-11,·

Later entries.
canonical_smiles,D2 potentiator,D1 agonist,D1 antagonist,D1 potentiator,RXFP1 ag,D2 agonist,RXFP1 antag,TRHR PAM,D2 antagonist
CC(=O)Nc1cc(C(=O)NCc2ccc(C)cc2)ccc1S(=O)(=O)c1ccc(Cl)cc1,-9,-1,5,1,-1.4%,0.1,·,7,·
CC1Cc2ccccc2N1C(=O)CSc1nnnn1C1CCCC1 (configuration not stated),20,7,13,0,0.2%,-0.2,-6,0,-4
COc1ccccc1C(=O)Nc1cccc(-c2cn3ccsc3n2)c1,3,-4,1,-6,-0.6%,0.2,·,-5,1
CCOc1ccc(N(CC(=O)NCc2ccccc2)S(=O)(=O)c2ccc(C)cc2)cc1,-13,2,-9,-4,3.7%,-0.2,3,-5,26
O=C(CN1C(=O)NC2(CCCCC2)C1=O)Nc1ccccc1Cl,10,2,0,0,-0.7%,0.0,11,0,-7
COc1ccc(C)cc1NC(=O)CN(c1cc(C(F)(F)F)ccc1Cl)S(C)(=O)=O,14,2,8,0,-1.0%,0.1,·,-2,·
